Screening data deposited in PubChem BioAssay by several laboratories.
FLuc stim CS: FLuc activators, initial screening, artefact control for FLuc-dependent activation tests, biochemical, ATPlite luminescence; ATPlite luciferase biochemical, 10 min; 0 = ATP-free wells, 1 = DMSO control; activation factor at 10 µM; 200,000 tested, under 10 active; AID 1027, 2008;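 active = luciferase activation factor, scaled between plate controls, of at least 2 with compound at 10 µM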
Target sequence (P08659 whole entry, looked up): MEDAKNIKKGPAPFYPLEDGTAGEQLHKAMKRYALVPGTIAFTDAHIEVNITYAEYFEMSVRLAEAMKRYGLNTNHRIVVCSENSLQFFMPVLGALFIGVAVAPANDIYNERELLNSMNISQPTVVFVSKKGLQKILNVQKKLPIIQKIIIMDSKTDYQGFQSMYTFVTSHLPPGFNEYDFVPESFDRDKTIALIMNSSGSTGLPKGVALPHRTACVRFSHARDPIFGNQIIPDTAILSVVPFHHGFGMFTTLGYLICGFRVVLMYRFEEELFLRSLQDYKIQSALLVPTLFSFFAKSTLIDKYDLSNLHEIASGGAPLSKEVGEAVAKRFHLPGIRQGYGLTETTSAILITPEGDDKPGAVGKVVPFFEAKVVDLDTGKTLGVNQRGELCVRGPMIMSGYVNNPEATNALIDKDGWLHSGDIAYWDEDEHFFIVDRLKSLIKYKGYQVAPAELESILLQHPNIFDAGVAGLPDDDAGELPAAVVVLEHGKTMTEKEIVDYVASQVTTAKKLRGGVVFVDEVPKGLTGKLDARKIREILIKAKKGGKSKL
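Assay system: Luciferase/luciferin detection reagent, cell-free biochemical luciferase assay / Read-out: luciferase activation / Benchmarks: No-ATP low control, compound-free enzyme-plus-ATP high control / Medium: PBS buffer for ATP / Detection: luminescence measurement of luciferase light output / Schedule: 10 min at ambient temperature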
STAT1 activator: STAT1 signaling activators, primary screen, cell-based, HTS, luciferase reporter. NIH 3T3 STAT1-luciferase reporter, IFN-gamma, luminescence; 100% = IFN-gamma alone, no compound. activation (% of control), % at 5.5 µM. hit rate 2.6% among 200,000. AID 932, 2007;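 active = activation above the screen-wide mean activation plus 3 SD, cut at about 130% in these data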;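 note: raw ratio to IFN-gamma control signal so 100% means no change and 0% no light; values of inactives mirror those of a sister screen read the other way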
APP 5'UTR act: activators of APP 5'UTR luciferase reporter, primary screen, SH-SY5Y cells; SH-SY5Y APP 5'UTR luciferase reporter, luminescence; zero percent = DMSO vehicle wells; hit rate 1% among 190,000; AID 1276, 2008; activation, % at 2 µM;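 active = activation above a set limit, based on mean plus 3 SD of controls, cut at about 140% in these data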; note: values of inactives mirror those of a sister screen read the other way
FLuc inhib CS: firefly luciferase enzyme inhibitors, primary screen, artefact control for luciferase-based inhibitor screens, biochemical, luminescence, ATPLite | Luciferin 4-monooxygenase (Photinus pyralis), P08659 | AID 1006, 2008 | inhibition, % at 10 µM | 10 min | hit rate 1.5% among 200,000;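 active = inhibition above about 50% when tested at 10 µM, limit read from the data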
APP transl inh: inhibitors of APP translation via 5'UTR reporter, primary screen, APP 5'UTR luciferase, SH-SY5Y cells | AID 1285, 2008 | hit rate 0.82% among 190,000 | inhibition, % at 2 µM | SH-SY5Y APP 5'UTR-luciferase reporter, luminescence;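 active = inhibition above a set limit, derived from the sample mean plus 3 SD, cut at about 45% in these data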; note: values of inactives mirror those of a sister screen read the other way
STAT1 blocker: STAT1 signaling inhibitors, primary screen, cell-based, HTS, luciferase reporter. NIH 3T3 STAT1-luciferase reporter, IFN-gamma, luminescence. inhibition, % at 5.5 µM. hit rate 0.35% among 200,000. AID 920, 2007;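 active = inhibition above a set limit, the mean inhibition across all tested compounds plus 3 SD, cut at about 34% in these data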;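 note: 0% = IFN-gamma with DMSO and 100% = IFN-gamma with 300 µM nifuroxazide; values of inactives mirror those of a sister screen read the other way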
ROMK primary: ROMK potassium channel modulators, primary screen, cell-based, thallium flux, MLSMR library; ATP-sensitive inward rectifier potassium channel 1 (Homo sapiens), P48048; Tet-inducible ROMK, thallium flux fluorescence; actives lie on both sides; B-score at 10 µM; hit rate 2% among 130,000; AID 1918, 2009;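 active = signal ratio slope over the read window, or its plate-corrected B-score, at least 3 SD from the plate mean, either direction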;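 note: B-score of the F/F0 ratio slope over 7 to 12 s after thallium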
Target sequence (P48048 whole entry, looked up): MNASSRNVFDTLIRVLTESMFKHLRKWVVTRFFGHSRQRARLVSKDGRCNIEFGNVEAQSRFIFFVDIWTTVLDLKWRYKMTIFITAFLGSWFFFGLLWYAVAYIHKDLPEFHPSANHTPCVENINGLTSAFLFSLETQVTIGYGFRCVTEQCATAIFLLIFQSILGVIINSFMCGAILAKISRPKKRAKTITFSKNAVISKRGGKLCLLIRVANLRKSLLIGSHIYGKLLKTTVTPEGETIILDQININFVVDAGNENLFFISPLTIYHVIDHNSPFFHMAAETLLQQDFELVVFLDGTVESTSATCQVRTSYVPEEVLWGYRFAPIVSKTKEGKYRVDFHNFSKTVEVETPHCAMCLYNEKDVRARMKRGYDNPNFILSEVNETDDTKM
STAT3 inh: IL-6 driven STAT3 reporter inhibitors, primary screen, U3A cells, luciferase, luminescence, MLSCN library | AID 862, 2007 | IL-6 STAT3-luciferase reporter; host cell line lacks STAT1 | inhibition, % at 5.5 µM | hit rate 0.89% among 190,000;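 active = inhibition above the mean inhibition across all screened compounds plus 3 SD, cut at about 44% in these data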;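 note: 0% = DMSO only wells and 100% = 100 µM nifuroxazide control wells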
STAT3 activator: IL-6 driven STAT3 reporter potentiators, primary screen, U3A cells, luciferase, luminescence, MLSCN library | IL-6 STAT3-luciferase reporter; 100% = signal with IL-6 EC80 alone | activation (% of control), % at 5.6 µM | hit rate 0.91% among 190,000;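 active = activation above the screen-wide mean of compound activation plus 3 SD, cut at about 130% in these data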;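 note: 0% = background luminescence of wells with medium and substrate only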
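Material: STAT1-lacking human U3A cells, STAT3 luciferase reporter | Benchmarks: IL-6-only wells as 100% reference | Probe or stimulus: IL-6 (33 ng/mL) | Timing: Compound 1 h, then IL-6 6 h at 37 °C | Detection: Luminescence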
NF-kB expr up: activators of NF-kB expression in neurons, primary screen, cell-based, HTS; AID 1239, 2008; hit rate 1.6% among 190,000; fold change at 12.5 µM; human neuronal cells, NF-kB reporter expression; hits give high values; in the data active = fold change above about 3.3
The depositor's hits bear a star; nt = no result given. Not a hit list; overall some 7.1% were active at least once.

compound,FLuc inhib CS,STAT3 inh,STAT3 activator,STAT1 blocker,APP transl inh,FLuc stim CS,ROMK primary,NF-kB expr up,APP 5'UTR act,STAT1 activator
O=C(O)c1ccccc1SCC(=O)N1CCc2ccccc21,4.9,-1.8,108.6,-15.9,19.2,1,0.00514,0.91,-19.2,113.2
CC(=O)c1ccc(N2CCN(C(=O)Cn3c(=S)[nH]c4ncccc4c3=O)CC2)cc1,-1.8,4.4,99.4,-2.7,2.9,1,-0.00602,1.08,-2.9,100.7
CCOC(=O)c1c(C)[nH]c(O)c1C=Nc1ccc(Cl)cc1,-3.3,8.7,97.5,-16.7,-4.6,1,nt,0.76,4.6,115.1
O=C(O)c1cccc2c1C(=O)c1ccccc1C2=O,-4.2,-4.6,104.9,-6.9,2.1,1,-2.4*,0.95,-2.1,103.9
O=C(C1CCCO1)N1CCN(C(=S)Nc2ccc(Cl)c(Cl)c2)CC1 (stereo unspecified),-3.5,-1.3,104.3,-2.0,-8.8,1,-1.25,0.96,8.8,101.8
CC1(C)Cc2nc3oc4c(N5CCOCC5)ncnc4c3cc2CO1,-2.7,7.6,103.2,2.6,-0.7,1,nt,0.99,0.7,97.6
O=C(NCCCO)c1cc([N+](=O)[O-])cc2c1C=Cc1ccccc1O2,-7.5,-0.7,112.3,-6.6,-8.9,1.1,0.427,1.55,8.9,105.3
CCSC1=C(C#N)C2(CCCCC2)C2=C(CC(C)(C)CC2=O)N1,-6.1,14.8,89.6,14.8,-32.5,1.1,-0.978,1.25,32.5,85.0
O=C(N/N=C/c1ccco1)c1ccccc1OCc1ccccc1Cl,-4.0,-19.1,113.5,-1.5,0.3,1,-2.15,1.16,-0.3,101.3
O=C(CCN1CCN(c2ccccc2)CC1)N/N=C/c1ccccc1O,-7.0,18.5,85.0,0.1,16.9,1.1,-0.763,1.13,-16.9,100.0
CN(Cc1ccccc1)c1ncnc(N)c1[N+](=O)[O-],-1.7,2.3,99.9,7.6,-11.7,1,-0.716,0.98,11.7,92.4
Cc1ccc(OC(=O)c2cc(=O)c3ccccc3o2)cc1,45.2,-9.0,106.4,-5.6,-6.3,0.5,0.242,1.11,6.3,105.0
CCOC(=O)C1(Cc2cccc(F)c2)CCN(Cc2nc(CC)[nH]c2C)CC1,-6.3,-3.4,106.8,-0.2,-10.6,1.1,-1.2,0.98,10.6,98.7
CS(=O)(=O)N(Cc1ccccc1Cl)c1ccc(C(=O)NCc2cccnc2)cc1,-9.8,-0.3,111.4,12.6,-18.2,1.1,-0.455,0.82,18.2,87.8
O=C(Nc1ccc(Cl)cc1)N1CCC(c2nc(-c3ccc(F)cc3)no2)CC1,2.2,12.3,91.6,3.1,4.4,1,0.887,1.2,-4.4,97.2
O=C(N/N=C/c1ccc(N2CCCC2)c([N+](=O)[O-])c1)c1cccnc1,5.5,0.5,105.0,-0.9,14.7,0.9,1.04,nt,-14.7,101.2
Cc1c(C(=O)Oc2ccc(-c3cnc4ccccc4n3)cc2)cccc1[N+](=O)[O-],-3.3,19.3,88.1,-11.6,-72.7,1,0.348,1.68,72.7,110.5
O=C(c1ccc(Cl)cc1)c1oc2ccccc2c1CS(=O)c1ccccc1 (stereo unspecified),-2.3,21.4,86.5,16.7,-8.9,1,-0.413,0.77,8.9,84.9
CCOc1ccc(N2C(=O)C3C4C=CC(CC4)C3C2=O)c([N+](=O)[O-])c1 (stereo unspecified),-6.3,5.0,102.3,1.2,-19.7,1.1,-0.00825,1.06,19.7,99.0
C/C(=N\NC(=O)c1cc(C)nc2ccccc12)c1ccco1,0.0,9.8,95.4,7.2,2.3,1,nt,1.12,-2.3,92.2
CC(C)N(C(=O)COC(=O)c1ccc(Cl)c(S(N)(=O)=O)c1)C(C)C,-2.0,-5.1,105.4,3.1,-7.3,1,0.0772,1.02,7.3,95.7
CC(=O)N1N=C(N)SC12CCCC2,-2.8,2.7,99.7,-8.3,-17.1,1,-0.66,0.93,17.1,105.9
COC(=O)c1cccc(NC(=O)c2ccco2)c1,-1.1,9.2,94.9,-9.6,-13.6,1,2.3,1.43,13.6,115.9
COc1ccc(C)cc1S(=O)(=O)Nc1cccc(Cl)c1,-8.4,12.4,93.6,-0.8,9.0,1.1,nt,0.89,-9.0,100.7
Cc1ccnc(NC(=O)CCC(=O)N(CC(=O)NC(C)(C)C)C2CCCC2)c1,-3.6,-9.1,111.8,-0.9,7.7,1,nt,1.28,-7.7,100.9

The list continues.
compound,FLuc inhib CS,STAT3 inh,STAT3 activator,STAT1 blocker,APP transl inh,FLuc stim CS,ROMK primary,NF-kB expr up,APP 5'UTR act,STAT1 activator
O=C(NCc1n[nH]c(=S)n1-c1cccc(Cl)c1)c1cccs1,-5.1,15.6,96.0,2.7,-2.6,1.1,-0.387,0.91,2.6,96.8
Clc1cccc(Cl)c1CNC1CCCC1,0.1,2.1,97.0,3.7,17.3,1,-0.137,1.12,-17.3,96.6
O=c1c2c(ncn2C2CCCC2)n(Cc2ccccc2)c(=O)n1CCOc1ccc(Br)cc1,2.9,-7.2,109.1,9.9,4.3,1,nt,0.83,-4.3,91.0
c1ccc(C2=NCCCN2)cc1,-6.8,3.9,100.9,-7.4,6.4,1.1,nt,1.07,-6.4,106.7
O=C(Oc1cccc2cccnc12)c1ccc(Br)o1,-10.9,-7.7,112.8,1.7,-6.1,1.1,0.473,1.05,6.1,98.4
COc1ccc(-c2nc3c4ccccc4ccn3c2C=O)cc1,-2.0,-13.5,113.8,5.0,-13.9,1,0.0577,1.2,13.9,95.8
Cc1ccc(NC(=O)Nc2cccc(C(F)(F)F)c2)nc1,-5.0,20.2,89.6,-31.3,-20.1,1.1,-0.0971,1.54,20.1,129.1*
O=C(Nc1cc(C(F)(F)F)ccc1-n1cncn1)c1ccc(-c2ccccc2)cc1,1.1,17.9,88.4,-5.8,-3.2,1,-0.52,1.36,3.2,105.4
Cc1ccc(/C=C2/SC(=S)N(CC(=O)Nc3ncc(Cc4ccc(C)cc4)s3)C2=O)cc1,-5.2,7.5,96.6,-7.0,-3.1,1.1,nt,0.9,3.1,106.4
CC(=O)OC(C)(CCC(C)(OC(C)=O)C(C)=O)C(C)=O (stereo unspecified),-1.5,12.1,94.6,2.5,10.9,1,nt,1.21,-10.9,97.8
CC1CCC(=NNC(=O)Cc2ccccc2)CC1 (stereo unspecified),-3.1,1.3,102.3,-10.7,0.9,1,nt,1.32,-0.9,109.8
O=C(O)C12CC3CC(C1)CC(n1ncc(N4CCN(c5ccccc5)CC4)c(Cl)c1=O)(C3)C2,-1.6,9.2,94.5,0.4,8.5,1,nt,1.07,-8.5,99.7
Cc1ccc(-c2nnn(CC(=O)N(Cc3cccs3)C(C(=O)NC(C)(C)C)c3ccco3)n2)o1 (stereo unspecified),-5.9,-8.9,110.2,-2.3,3.4,1.1,nt,0.54,-3.4,102.1
O=c1c2cc3c(cc2[nH]c(=S)n1CCN1CCOCC1)OCO3,-8.6,-0.7,100.8,-6.7,-14.9,1.1,nt,0.83,14.9,106.1
CC(=O)Nc1nnc(C2=COCCO2)o1,-0.3,8.0,97.1,-1.0,-14.0,1,0.543,1.37,14.0,100.8
CC1(C)Cc2c(cnn2-c2ccccc2)C(=O)/C1=N\NC(=O)c1ccccc1N,-2.5,3.8,101.6,0.4,-6.5,1,0.00352,1.2,6.5,99.6
CCOc1c(CNCCN2CCOCC2)cccc1OC,-2.7,-5.7,104.9,-4.2,11.8,1,0.642,1.03,-11.8,103.8
N#Cc1c(N2CCN(C(=O)c3ccco3)CC2)nc(-c2ccccc2)c2c1CCCC2,-3.3,-3.2,106.7,1.3,-10.4,1,-0.962,0.83,10.4,98.8
Cn1c(=O)c2c(nc(NCc3ccco3)n2CC(O)COc2ccccc2)n(C)c1=O (stereo unspecified),-5.9,4.2,99.3,13.7,-21.9,1.1,nt,0.66,21.9,87.5
O=C(Nc1ccc2oc(-c3ccccc3F)nc2c1)c1ccco1,28.7,-11.9,111.9,-75.7,-146.2,0.7,-1.08,5.05*,146.2*,169.7*
Cc1ccc(NC(=O)C(=O)NNC(=O)c2ccccc2C)cc1Cl,-4.4,21.9,90.6,-3.7,18.3,1,nt,1.1,-18.3,103.3
COc1ccc(CCNC(=O)CSc2nc3ccccc3c3nc(CCN4CCCCC4)nn23)cc1OC,-6.4,9.2,97.5,3.1,-9.2,1.1,0.0655,1.37,9.2,95.3
CNc1ccccc(-c2ccc3ccccc3n2)c1=O,26.9,-7.4,110.8,-53.6,-104.4,0.7,-0.643,2.34,104.4,147.3*
O=C(c1cccs1)n1nc(-c2ccccc2)nc1NCc1ccco1,-6.0,6.5,96.3,1.7,-18.7,1.1,nt,1.37,18.7,98.5
